Compound activity (PubChem)
OX1R antagonist: blocks the human orexin 1 receptor | inhibition, % at 5 µM | CHO/OX1R cells, Fluo-8 calcium fluorescence, orexin A | actives 0.43% (n = 330,000) | AID 434989;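 active means inhibition above its plate's threshold, mean inhibition of all tested compounds on the plate plus 3 SD, cut at about 37% in these data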;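 further: 0% = orexin A challenge wells and 100% = SB-334867-A antagonist wells; not every result past the cut was called active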
Target sequence (O43613 whole entry, looked up): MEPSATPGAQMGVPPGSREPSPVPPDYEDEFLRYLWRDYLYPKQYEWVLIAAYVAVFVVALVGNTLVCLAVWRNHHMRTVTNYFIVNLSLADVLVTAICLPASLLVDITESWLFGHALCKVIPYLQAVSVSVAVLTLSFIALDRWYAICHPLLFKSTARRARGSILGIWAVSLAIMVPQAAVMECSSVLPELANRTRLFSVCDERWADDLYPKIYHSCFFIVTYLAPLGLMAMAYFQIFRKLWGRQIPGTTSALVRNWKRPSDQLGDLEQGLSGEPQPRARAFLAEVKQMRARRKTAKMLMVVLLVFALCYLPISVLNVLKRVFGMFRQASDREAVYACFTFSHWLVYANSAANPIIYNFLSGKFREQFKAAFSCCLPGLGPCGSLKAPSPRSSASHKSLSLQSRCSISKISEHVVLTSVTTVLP
CHT PAM: allosteric activators of human choline transporter CHT | actives 0.49% (n = 310,000) | CHT-expressing cells, membrane potential dye, choline EC20; hits give high values; LV-AA mutant CHT in HEK293 cells | AID 488977 | B-score at 10 µM | Q9GZV3;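 active means initial fluorescence not abnormally high and integrated response B-score, plate-corrected, over 3 SD above library mean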
Target sequence (Q9GZV3 whole entry, looked up): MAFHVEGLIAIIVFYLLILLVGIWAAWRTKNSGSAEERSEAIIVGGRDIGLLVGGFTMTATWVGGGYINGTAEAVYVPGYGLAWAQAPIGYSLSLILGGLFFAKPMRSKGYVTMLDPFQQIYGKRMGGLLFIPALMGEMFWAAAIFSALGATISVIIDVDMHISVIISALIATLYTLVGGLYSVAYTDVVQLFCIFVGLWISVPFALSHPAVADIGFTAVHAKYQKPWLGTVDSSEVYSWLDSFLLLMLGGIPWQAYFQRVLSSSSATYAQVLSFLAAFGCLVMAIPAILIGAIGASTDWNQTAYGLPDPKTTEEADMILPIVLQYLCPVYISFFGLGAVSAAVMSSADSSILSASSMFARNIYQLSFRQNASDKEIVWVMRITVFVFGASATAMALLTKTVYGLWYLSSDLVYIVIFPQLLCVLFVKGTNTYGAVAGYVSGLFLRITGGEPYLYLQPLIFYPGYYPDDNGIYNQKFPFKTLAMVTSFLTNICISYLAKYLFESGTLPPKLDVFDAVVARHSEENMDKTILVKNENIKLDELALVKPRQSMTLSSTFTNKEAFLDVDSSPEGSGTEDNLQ
Numbers without * were called inactive; i = inactive; . = not tested or not shown.

Structure | OX1R antagonist | CHT PAM
COc1cc(CCC(=O)OCC(=O)Nc2c(F)cccc2F)cc(OC)c1OC | -12 | i
COC(=O)C1=C(N)OC2=C(C(=O)CC(C)(C)C2)C1c1ccccc1OCC#N (centres undefined) | -7 | i
CCCCN(C1CCS(=O)(=O)C1)S(=O)(=O)c1cc(C)ccc1C (centres undefined) | -33 | i
COc1cc(CN2CCCC(N3CCN(c4ccccc4C)CC3)C2)ccc1O (centres undefined) | -12 | i
CC(=O)Nc1ccc(-c2nnn(CC(=O)c3ccccc3)n2)cc1Cl | -13 | i
COc1ccc(CNC(=O)C2CC(=O)N(C3CCCCC3)C2)cc1 (centres undefined) | -6 | i
COC(CNC(=O)c1cn(C)c2ccc(S(=O)(=O)N(C)C3CCCCC3)cc2c1=O)OC | -2 | i
Cc1oc(-c2ccccc2)nc1C(=O)OCC(=O)NC(C)c1ccccc1 (centres undefined) | -27 | .
CC(C)(C)OC(=O)NCCCC[C@H](NC(=O)c1[nH]cnc1C(=O)Nc1ccc(Cl)cc1)C(=O)OC(C)(C)C | -50 | i
c1ccc(COc2ccc(CN3CCN(c4ccccn4)CC3)cc2)cc1 | -29 | i
COc1ccc(NC(=O)c2cc(-c3ccccc3Cl)on2)cc1OC | 37 | i
Cc1nnsc1-c1nc2ccccc2[nH]1 | -7 | i

Entries of single compounds, looked up by structure. Order of screens: OX1R antagonist | CHT PAM
COC(CNC(=O)c1cn(C)c2ccc(S(=O)(=O)N(C)C3CCCCC3)cc2c1=O)OC across the screens: -2 | i
Cc1oc(-c2ccccc2)nc1C(=O)OCC(=O)NC(C)c1ccccc1 (centres undefined) across the screens: -27 | .
COc1ccc(CNC(=O)C2CC(=O)N(C3CCCCC3)C2)cc1 (centres undefined) across the screens: -6 | i
COc1cc(CCC(=O)OCC(=O)Nc2c(F)cccc2F)cc(OC)c1OC across the screens: -12 | i
COc1ccc(NC(=O)c2cc(-c3ccccc3Cl)on2)cc1OC across the screens: 37 | i

More results.
Structure | OX1R antagonist | CHT PAM
O=C(C[n+]1cccc(O)c1)Nc1ccc(Br)cc1 | -4 | i
O=C(NNS(=O)(=O)c1ccccc1)Nc1ccc(F)cc1 | -11 | i
CC(=O)Nc1ccc(NC(=O)c2ccc(S(=O)(=O)N(C)c3ccccc3)cc2)cc1 | 0 | .
O=C(O)c1cccc(NS(=O)(=O)c2ccc3c(c2)C(=O)c2ccccc2C3=O)c1 | -13 | i
Clc1cccc(Sc2ccc(-c3ccccn3)s2)c1 | -22 | i
Cc1ccc(C(=O)NC(=S)Nc2cccnc2Cl)cc1 | -19 | i
CC1(c2nnc(-c3cccc(Cl)c3)o2)CC(c2cccc(Cl)c2)=NO1 (centres undefined) | -19 | i
COc1ccc(C(CCN(Cc2ccc(OC)c(OC)c2)C(C)=O)C(C)C)cc1 (centres undefined) | . | i
CC1CCCCC1NC(=O)c1cccc(NC2=NC3CS(=O)(=O)CC3S2)c1 (centres undefined) | -6 | i
O=C(Nc1ccc2c(c1)OCO2)c1ccc2c(c1)S(=O)(=O)c1ccccc1C2=O | -6 | i
Cc1cc(C)cc(N(CCC#N)C(=O)COC(=O)C2CCN(S(=O)(=O)c3ccc(C)c(C)c3)CC2)c1 | -11 | i
Cc1csc2c(=O)sc(NC(=O)c3ccc(F)cc3Cl)nc12 | -23 | i
O=C(Cc1n[nH]c(=O)c2ccccc12)OCC(=O)N(Cc1ccccc1)Cc1ccccc1 | -31 | i
Cc1ccc(-c2nn(C)c(=O)c3ccccc23)cc1CNS(C)(=O)=O | -31 | i
COCC1CCN(C(=O)c2cc(COc3ccc(-n4cncn4)cc3)on2)C1 (centres undefined) | -10 | i
Cc1nccn1-c1ccc(C(F)(F)F)cc1[N+](=O)[O-] | -14 | i
Cc1[nH]cnc1C(=O)N/N=C/c1c(Cl)cccc1Cl | -7 | i
CCN(CC)CCn1c(SCC(=O)Nc2ccc(F)cc2)nc2c(sc3ccccc32)c1=O | -21 | i
COC(=O)C1CN(S(=O)(=O)c2ccc(C)cc2)CCN1S(=O)(=O)c1ccc(C)cc1 (centres undefined) | -19 | i
CSc1ncccc1C(=O)OCc1ccc(Br)cc1 | -17 | i
O=C(O)CSc1nnc(Cn2cnc3ccccc32)n1CCc1ccccc1 | -24 | i
CN(CC(=O)Nc1ccc(F)c(F)c1F)C(=O)C1CSC2(C)CCC(=O)N12 (centres undefined) | -9 | .
COc1cccc(S(=O)(=O)N2CCN(Cc3ccc4c(c3)OCO4)CC2)c1 | -12 | i
CCOc1ccc(S(=O)(=O)n2nc(C)cc2C)cc1 | 0 | i

Structural class, those above containing a COOH group (2)
Structure | OX1R antagonist | CHT PAM
O=C(O)c1cccc(NS(=O)(=O)c2ccc3c(c2)C(=O)c2ccccc2C3=O)c1 | -13 | i
O=C(O)CSc1nnc(Cn2cnc3ccccc32)n1CCc1ccccc1 | -24 | i

(continued)
Structure | OX1R antagonist | CHT PAM
COc1ccc(NC(=O)Cn2nc(C(=O)O)c3ccccc3c2=O)cc1Cl | -22 | i
Cc1ccc(C2(c3ccc(C)cc3)CC2C(=O)NC(C)C)cc1 (centres undefined) | . | i
CCNC(=O)CN(C1CCCCC1)S(C)(=O)=O | 1 | i
Cc1ccc(CNC(=O)Nc2ccccc2)cc1 | -19 | i
CCOc1ccc(-n2ccnc(SCC(=O)NC3CCCC3)c2=O)cc1 | -22 | i
CC(=O)O/N=C(/c1nonc1N)N1CCN(c2ccc([N+](=O)[O-])cc2Cl)CC1 | -12 | i
CCOc1cc(C2/C(=C(/O)c3ccc(OC(C)C)cc3)C(=O)C(=O)N2CCCOC)ccc1O (centres undefined) | -11 | i
O=C(c1ccccc1)N1CCN(C(=O)c2nn3c(C(F)(F)F)cc(-c4ccccc4)nc3c2Br)CC1 | -25 | i
CCCCOc1ccc(C(=O)NCC(=O)N2CC(C)CC(C)C2)cc1 (centres undefined) | -14 | .
CCn1c(CN2C(=O)CSc3ccccc32)n[nH]c1=S | -9 | i
O=C(O)CCn1c(C2CCCCC2)nc2ccccc21 | -5 | i
Cc1ccc(NC(=O)CN(C)C(=O)COC(=O)c2ccc(Cl)cc2O)cc1 | -23 | .
O=C(/C(=N\O)n1cncn1)c1ccc(Br)cc1Br | -5 | i
COCCCn1cnnc1SC(C)C(=O)Nc1ccc(S(=O)(=O)N2CCOCC2)cc1 (centres undefined) | -16 | .
O=C1CC(N2CCN(c3ccc(F)cc3)CC2)C(=O)N1Cc1ccccc1 (centres undefined) | -8 | i
CC(C)n1cnc2c(=S)nc[nH]c21 | -2 | i
OCCN1CCN(CC(O)COC(c2ccc(F)cc2)c2ccc(F)cc2)CC1 (centres undefined) | -11 | i
COc1ccc(NC(=O)N(CCO)Cc2cc3c(C)cc(C)cc3[nH]c2=O)cc1 | -16 | i
O=C1/C(=C/c2cccc3ccccc23)CCCc2ccccc21 | -40 | i
COc1cccc(CC(=O)OC(C)C(=O)Nc2ncc(Cl)cc2Cl)c1 (centres undefined) | -16 | i
Cc1c(N=Nc2ccc(O)cc2)c(=O)n(-c2ccccc2)n1C | -4 | i
O=C(CSc1nnc(-c2ccncc2)n1-c1ccc(F)cc1)NC(=O)NCc1ccco1 | 1 | i
OC1(c2ccc(Br)cc2)CCN(Cc2cccc(Br)c2)CC1 | -16 | i
O=C(CN1C(=O)C2C3C=CC(C3)C2C1=O)Nc1nc(-c2ccccn2)cs1 (centres undefined) | -11 | i
O=C(C[C@@H]1C/C=C\CCC(=O)OC[C@@H]2CCCN2C1=O)N[C@@H](CO)Cc1ccccc1 | 14 | .
CC(C)S(=O)(=O)c1csc(C(=O)Nc2ccc(F)cc2)c1N | -8 | i
COC(=O)/C(C#N)=C1/SC=C(C)N1c1ccccc1 | -1 | i
COc1ccc(-c2csc(Nc3cccc(C)n3)n2)cc1C | . | i
CCOC(=O)c1c(NC(=O)CC2Nc3cc(C)c(C)cc3NC2=O)sc(C)c1C (centres undefined) | -7 | i
Cc1ccc(C(=O)N/C(=C\c2cn(C)c3ccccc23)C(=O)NCCCn2ccnc2)cc1 | -18 | i
COc1ccc(OC)c(NC(=O)NC2CCCCCCC2)c1 | . | i
O=C(CN1C(=O)NC2(CCCCCCC2)C1=O)Nc1ccc(Br)cc1 | -13 | .
C=CCOc1c(Br)cc(/C=C2/NC(=S)N(C(C)=O)C2=O)cc1OC | -1 | i
C=CCc1cccc2ccc(=O)oc12 | -1 | i
O=C(CN1C(=O)NC(c2ccccc2)(c2ccccc2)C1=O)NCCNCCO | -13 | i
O=C(CSc1ccc2c(c1)OCCO2)Nc1ccc(Cl)cn1 | -16 | i

Quoted at random: three records from the list.
Structure | OX1R antagonist | CHT PAM
O=C(C[C@@H]1C/C=C\CCC(=O)OC[C@@H]2CCCN2C1=O)N[C@@H](CO)Cc1ccccc1 | 14 | .
O=C(C[n+]1cccc(O)c1)Nc1ccc(Br)cc1 | -4 | i
COC(=O)C1CN(S(=O)(=O)c2ccc(C)cc2)CCN1S(=O)(=O)c1ccc(C)cc1 (centres undefined) | -19 | i

More results.
compound	OX1R antagonist	CHT PAM
O=C1c2ccccc2C(O)(c2ncc[nH]2)N1C1CCCCC1 (centres undefined)	-22	i
CCOCCCn1c(SCC(=O)/C(C#N)=C(\C)N)nc2ccccc2c1=O	-33	i
N#CCSc1nc2cc(C(=O)N3CCCC3)ccc2c(=O)n1Cc1ccccc1	-21	i
Cc1cc(C(=O)NNC(=O)C(C)NS(=O)(=O)c2ccccc2F)c(C)o1 (centres undefined)	-2	.
Cc1cccc(NC(=O)c2cc3c([nH]c4ccccc43)c(C)n2)c1C	5	i
CCN1CCSc2ccc(C(=O)NCc3cccc(F)c3)cc21	-17	i
CCN(c1ccccc1)S(=O)(=O)c1cnc[nH]1	-4	i
O=C(CSc1n[nH]c(=O)n1Cc1ccco1)N1CCOCC1	-4	i
COc1cc(C(=O)Nc2nc3ccc(S(=O)(=O)N4CCOCC4)cc3s2)cc(OC)c1OC	-12	i
O=C(Cn1cc(C(=O)C(F)(F)F)c2ccccc21)Nc1ccccc1F	-17	i
CCOc1cc(NC(=S)NCC2CCCO2)c(OCC)cc1NC(=O)CC(C)C (centres undefined)	-18	i
COc1ccc(C2OCC3(CO2)SC(=O)NC3=O)cc1 (centres undefined)	-1	i
COc1ccc(NC(C)=[N+](C)CCNS(=O)(=O)c2ccc(Cl)cc2)cc1	-24	i
COc1ccc2nc(NC(=O)C3CC(=O)N(c4ccccc4)C3)sc2c1 (centres undefined)	-7	i
COc1ccc2c(c1OC)C(=O)N(c1cccc(/C=C/C(=O)O)c1)C2	-2	i
CC(C)(C)c1cc(C(=O)N/N=C/c2ccccc2O)n(-c2ccccc2)n1	-24	i
O=C(NNc1ncccc1Cl)c1c(Cl)cccc1Cl	7	i
COc1ccc2c(/C=N/NS(=O)(=O)c3ccc(C)cc3)c[nH]c2c1	-6	i
O=C(CN1CCCCCC1)NCc1ccccc1	-7	i
COc1ccc(OC)c(-c2cc(C(=O)Nc3c(C)nn(Cc4ccccc4C)c3C)no2)c1	-21	i
CC1=C(C(=O)OCc2ccccc2)C(c2ccccc2Cl)NC(=O)N1C (centres undefined)	-33	i
COc1ccc(C)cc1-n1nnnc1SCC(=O)NC(=O)NCc1ccco1	-9	i
CNC(=O)CCSSCCC(=O)NC	-8	i
Cc1cc2c3c([nH]c2cc1S(=O)(=O)N1CCC2(CC1)OCCO2)CCCC3=O	-15	i
CCOC(=O)[C@H]1[C@H]2COc3ccc(Cl)cc3[C@@H]2N2C(=O)CN(Cc3ccc(F)cc3)C(=O)[C@@]12C	12	.
Cc1ccc(NC(=O)Cn2cccc2)c(C)c1	-20	i
CC(C)(C)c1ccc(OCCn2ccccc2=O)cc1	-25	i
O=C(c1ccc2c(=O)n3c(nc2c1)CCCCC3)N1CCN(c2ccc([N+](=O)[O-])cc2)CC1	-28	i
COc1ccccc1CNC(=O)C1CCC(=O)N(CCCN2CCCC2=O)C1 (centres undefined)	-4	i
O=C1N(CN2CCN(Cc3ccccc3)CC2)c2ccccc2C12OCCCO2	-7	i
CSC1=N/C(=C\c2cccc(Cl)c2)C(=O)N1N(C)C	-9	i
CN(C)NC(=S)NC1(C)CCS(=O)(=O)C1 (centres undefined)	7	i
NS(=O)(=O)c1ccc(NC(=O)COC(=O)c2ccc(Cl)nc2)cc1	-14	i
COc1ccc(Cc2nc3ccc(C(=O)N4CCC(N(C)C)C4)cc3o2)cc1 (centres undefined)	-20	i
COc1ccc(CNC(=O)C(C)NCc2ccccc2Cl)cc1 (centres undefined)	-18	i
NC(=O)c1ccc(-n2nnnc2Oc2ccccc2C(=O)N2CCOCC2)cc1	3	i
COc1ccc(/C=N/Nc2nnc(Cc3ccccc3)c(=O)[nH]2)cc1	-8	i
COC(=O)c1cc2ccsc2n1Cc1nc(-c2ccc(Cl)cc2)oc1C	-25	i
CC(Sc1ncccn1)C(=O)NC1CCCC1 (centres undefined)	-21	.
O=C(O)C(NS(=O)(=O)c1ccccc1)C(O)c1ccccc1 (centres undefined)	-22	i
CCCc1nc2sc3c(c2c(=O)n1N)CCC3	-13	i
COc1ccc(NC(=O)CSc2nnc(NC(C)=O)s2)c([N+](=O)[O-])c1	-4	i
c1ccc(-n2ncc3c(NCCN4CCCCC4)ncnc32)cc1	-27	i
COc1ccccc1/C=C1\S/C(=N/NC(=O)c2cccc(Br)c2)NC1=O	1	i
Cc1ccc2c(c1)C(=C(C#N)C#N)C(=O)N2CCN1CCOCC1	-23	i
Cc1c(CN2CCCC(C)C2)c(O)n(CCO)c(=O)c1C#N (centres undefined)	-11	i
COc1ccc2ccc(OC)c(/C=N/n3cnnc3)c2c1	-13	i
Cc1ccc(S(=O)(=O)NN=C2CCC(C(C)(C)C)CC2)cc1[N+](=O)[O-] (centres undefined)	1	i
CC1=NCCN1S(=O)(=O)c1ccccc1[N+](=O)[O-]	-23	i
COC(=O)C(C)Oc1ccc(Cc2ncc(C(F)(F)F)cc2Cl)cc1 (centres undefined)	3	i
